NSD2 inh – blocks human NSD2 histone methyltransferase activity | NSD2-SET H3K36me1 DELFIA fluorescence, biochemical | AID 624260 | O96028 | inhibition, % at 12.5 µM | 44,000 compounds, 0.07% hits; in the data active = inhibition above about 54%, passing the limit was not always enough; inconclusive = no clear call, values can overlap the other calls;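 note: inhibitors reduce the monomethyl H3K36 fluorescence signal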
Target sequence (O96028 whole entry, looked up): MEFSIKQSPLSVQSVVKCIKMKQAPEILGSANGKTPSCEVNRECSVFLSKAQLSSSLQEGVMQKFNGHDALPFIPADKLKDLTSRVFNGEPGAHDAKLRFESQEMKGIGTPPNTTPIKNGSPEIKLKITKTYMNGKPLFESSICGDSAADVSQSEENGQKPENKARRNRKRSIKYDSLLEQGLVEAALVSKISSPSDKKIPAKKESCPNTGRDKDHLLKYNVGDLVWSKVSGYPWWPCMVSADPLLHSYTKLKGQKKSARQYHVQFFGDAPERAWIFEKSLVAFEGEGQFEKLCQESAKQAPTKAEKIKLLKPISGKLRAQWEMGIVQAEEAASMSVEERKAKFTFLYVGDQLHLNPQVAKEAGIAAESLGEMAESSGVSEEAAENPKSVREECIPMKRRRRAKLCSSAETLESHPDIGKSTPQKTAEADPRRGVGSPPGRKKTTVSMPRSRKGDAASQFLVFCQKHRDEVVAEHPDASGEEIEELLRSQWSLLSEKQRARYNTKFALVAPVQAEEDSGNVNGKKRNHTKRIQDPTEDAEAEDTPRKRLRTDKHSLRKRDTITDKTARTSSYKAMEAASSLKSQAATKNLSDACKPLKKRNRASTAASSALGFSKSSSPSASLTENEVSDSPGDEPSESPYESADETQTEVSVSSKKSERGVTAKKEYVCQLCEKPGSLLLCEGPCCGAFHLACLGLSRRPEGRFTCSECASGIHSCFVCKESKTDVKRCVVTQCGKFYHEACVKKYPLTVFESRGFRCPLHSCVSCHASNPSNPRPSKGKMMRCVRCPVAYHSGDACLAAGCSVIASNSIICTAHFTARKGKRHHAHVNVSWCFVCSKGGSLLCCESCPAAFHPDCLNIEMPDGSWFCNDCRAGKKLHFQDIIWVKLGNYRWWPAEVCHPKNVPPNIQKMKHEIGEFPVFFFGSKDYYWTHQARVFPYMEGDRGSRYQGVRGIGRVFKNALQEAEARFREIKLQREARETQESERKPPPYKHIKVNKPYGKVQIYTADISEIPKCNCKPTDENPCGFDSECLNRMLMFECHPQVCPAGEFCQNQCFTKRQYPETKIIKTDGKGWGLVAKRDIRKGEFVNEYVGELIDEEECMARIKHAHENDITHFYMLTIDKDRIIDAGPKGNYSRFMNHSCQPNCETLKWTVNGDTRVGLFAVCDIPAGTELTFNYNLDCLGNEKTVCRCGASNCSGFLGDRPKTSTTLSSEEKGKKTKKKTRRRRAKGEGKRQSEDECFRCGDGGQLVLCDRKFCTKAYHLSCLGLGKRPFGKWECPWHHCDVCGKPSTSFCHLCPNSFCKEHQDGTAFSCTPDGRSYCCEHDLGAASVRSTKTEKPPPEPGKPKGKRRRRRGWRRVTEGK
* = called active by the depositor; ? = inconclusive; & = joins results of further samples. A portion of the library; the hit share may differ from the screen's.

NSD2 inh	smiles
-10.8	C[C@H]1CN([C@@H](C)CO)S(=O)(=O)c2ccc(C#Cc3ccc(F)cc3)cc2O[C@H]1CN(C)S(C)(=O)=O
0.3	Cc1ccc(S(=O)(=O)N(C)C[C@@H]2Oc3ccc(NS(=O)(=O)c4cn(C)cn4)cc3CC(=O)N([C@@H](C)CO)C[C@H]2C)cc1
-1.3	COc1ccc2ccccc2c1C=C1C(=O)OC2(CCCC2)OC1=O
-4.9	C[C@@H]1CN([C@H](C)CO)C(=O)c2cc(NS(C)(=O)=O)ccc2O[C@H]1CN(C)Cc1ccccc1
8.2	O=C(N[C@@H]1C=C[C@@H](CC(=O)N2CCOCC2)O[C@H]1CO)c1ccc2c(c1)OCO2
-0.9	C[C@@H]1CN([C@H](C)CO)C(=O)c2cccc(NC(=O)Nc3ccc(F)cc3)c2O[C@H]1CN(C)C(=O)Nc1ccc(F)cc1
-2.9	C[C@H](CO)N1C[C@H](C)[C@H](CN(C)S(=O)(=O)c2cn(C)cn2)Oc2cc(C#Cc3cccc(F)c3)ccc2S1(=O)=O
7.7	CC(C)NC(=O)N(C)C[C@@H]1Oc2ccc(NC(=O)Nc3ccc(F)cc3)cc2CC(=O)N([C@@H](C)CO)C[C@@H]1C
2.7	Cc1noc(C)c1NC(=O)N(C)C[C@@H]1Oc2ccc(NC(=O)Nc3ccc(F)cc3)cc2CC(=O)N([C@@H](C)CO)C[C@H]1C
-5.8	CNC[C@H]1OCCCC[C@H](C)Oc2ccc(NC(=O)c3ccccc3)cc2C(=O)N([C@H](C)CO)C[C@H]1C
-1.6	O=C(CCCCCCC(=O)N/N=C/c1ccccn1)NO
3.4	Cc1noc(C)c1NC(=O)Nc1ccc2c(c1)CC(=O)N([C@H](C)CO)C[C@@H](C)[C@@H](CN(C)S(=O)(=O)c1cccs1)O2
-4.0	C[C@@H]1CN([C@H](C)CO)S(=O)(=O)c2ccc(C#CC3CCCC3)cc2O[C@@H]1CN(C)Cc1cncnc1
8.8	COc1ccc(CN(C)C[C@H]2Oc3ccc(NC(=O)Nc4ccc5c(c4)OCO5)cc3C(=O)N([C@@H](C)CO)C[C@H]2C)cc1
1.7	Cc1ccc(S(=O)(=O)N(C)C[C@@H]2OCCCC[C@H](C)Oc3ccc(NC(=O)Nc4c(C)noc4C)cc3C(=O)N([C@H](C)CO)C[C@@H]2C)cc1
0.8	CCCNC(=O)N(C)C[C@H]1Oc2ncc(-c3ccc(C(=O)N(C)C)cc3)cc2C(=O)N([C@@H](C)CO)C[C@H]1C
0.2	C[C@H]1CN([C@@H](C)CO)C(=O)c2cccc(NS(=O)(=O)c3ccccc3)c2O[C@@H]1CN(C)Cc1ccccc1
10.2	CC(C)c1nc2cc3sc(C(C)C)nc3cc2s1
-3.1	O=C(NO)c1cccc(C(=O)N/N=C/c2ccc(O)c(F)c2)c1
2.4	C[C@@H]1CN([C@H](C)CO)C(=O)c2cc(NS(=O)(=O)c3ccccc3)ccc2O[C@@H]1CN(C)Cc1ccc(C(=O)Nc2ccccc2N)cc1
-1.1	C[C@H](CO)N1C[C@H](C)[C@H](CN(C)Cc2ccc(-c3ccccc3)cc2)Oc2c(NC(=O)c3ccc(-c4nccs4)cc3)cccc2C1=O
23.4	C[C@H]1CN([C@@H](C)CO)C(=O)c2cccc(NC(=O)C3CCOCC3)c2O[C@H]1CN(C)C(=O)NC1CCCCC1
1.7	C[C@@H]1CN([C@H](C)CO)C(=O)c2cc(NC(=O)Nc3ccccc3)ccc2O[C@@H](C)CCCCO[C@H]1CN(C)C
0.8	C[C@H](CO)N1C[C@H](C)[C@H](CN(C)C(=O)Cc2ccccc2)OCCCC[C@H](C)Oc2ccc(NC(=O)C3CCCCC3)cc2C1=O
4.4	CCCNC(=O)C[C@H]1C[C@H]2c3cc(NC(=O)c4cccnc4)ccc3O[C@H]2[C@H](CO)O1
-5.6	CC(C)NC(=O)Nc1ccc2c(c1)CC(=O)N([C@H](C)CO)C[C@@H](C)[C@H](CN(C)Cc1ccc3c(c1)OCO3)O2
21.8	C[C@@H]1CCCCO[C@@H](CN(C)C(=O)Nc2ccccc2)[C@H](C)CN([C@H](C)CO)C(=O)c2cc(NC(=O)CCC(F)(F)F)ccc2O1
-21.3	CC(=O)N(C)C[C@H]1Oc2cc(C#Cc3ccccc3F)ccc2S(=O)(=O)N([C@H](C)CO)C[C@H]1C
-1.8	C[C@H]1CN([C@@H](C)CO)C(=O)c2cccc(NC(=O)c3ccncc3)c2O[C@H]1CN(C)C(=O)Nc1cccc2ccccc12
-2.9	CC(C)NC(=O)Nc1ccc2c(c1)C(=O)N([C@H](C)CO)C[C@@H](C)[C@@H](CN(C)C(=O)Nc1ccc(C(F)(F)F)cc1)O2

Arranged by heavy-atom count (rising): some entries from above.
NSD2 inh	smiles
8.2	O=C(N[C@@H]1C=C[C@@H](CC(=O)N2CCOCC2)O[C@H]1CO)c1ccc2c(c1)OCO2
-4.9	C[C@@H]1CN([C@H](C)CO)C(=O)c2cc(NS(C)(=O)=O)ccc2O[C@H]1CN(C)Cc1ccccc1
-0.9	C[C@@H]1CN([C@H](C)CO)C(=O)c2cccc(NC(=O)Nc3ccc(F)cc3)c2O[C@H]1CN(C)C(=O)Nc1ccc(F)cc1

The list goes on:
NSD2 inh	smiles
-2.1	C[C@@H]1CN([C@@H](C)CO)C(=O)c2cc(C#CC3CCCCC3)cnc2O[C@H]1CN(C)Cc1cccnc1
2.0	CCCN(C)C[C@H]1Oc2cc(C3=CCCC3)ccc2S(=O)(=O)N([C@H](C)CO)C[C@H]1C
3.9	Cc1ccc(S(=O)(=O)N(C)CC(=O)Nc2ccccc2-c2ccccc2)cc1
-3.9	C[C@@H]1CCCCO[C@H](CN(C)S(=O)(=O)c2ccccc2)[C@@H](C)CN([C@@H](C)CO)C(=O)c2cc(NC(=O)Nc3ccccc3)ccc2O1
9.4	C[C@@H]1CN([C@@H](C)CO)C(=O)c2cc(NC(=O)CCN3CCOCC3)ccc2O[C@@H]1CN(C)C(=O)Nc1ccc(C(F)(F)F)cc1
-1.7	Cc1noc(C)c1S(=O)(=O)Nc1ccc2c(c1)C(=O)N([C@@H](C)CO)C[C@H](C)[C@@H](CN(C)CC1CCCCC1)OCCCC[C@@H](C)O2
2.6	C[C@H]1CN([C@@H](C)CO)C(=O)CCCn2cc(nn2)CO[C@H]1CN(C)Cc1ccc2cccnc2c1
17.0	C[C@@H]1CN([C@@H](C)CO)C(=O)c2cc(NC(=O)Nc3cccc4ccccc34)ccc2O[C@@H]1CN(C)Cc1ccc(C(=O)O)cc1
-1.3	C[C@@H]1CN([C@H](C)CO)C(=O)Cc2cc(NC(=O)CCCN(C)C)ccc2O[C@@H]1CN(C)S(=O)(=O)c1ccc(Cl)cc1
-4.8	C[C@H]1CN([C@@H](C)CO)C(=O)c2ccccc2-c2ccccc2CO[C@@H]1CN(C)C(=O)[C@@H](Cc1ccccc1)N(C)C
-2.0	C[C@@H]1CCCCO[C@@H](CN(C)Cc2ccncc2)[C@@H](C)CN([C@@H](C)CO)C(=O)c2cc(N(C)C)ccc2O1
-8.8	COc1ccc(S(=O)(=O)N(C)C[C@@H]2Oc3c(NC(=O)Nc4cccc5ccccc45)cccc3C(=O)N([C@H](C)CO)C[C@H]2C)cc1
-12.9	C[C@@H]1CN([C@@H](C)CO)C(=O)Cc2cc(NC(=O)Nc3ccc(C(F)(F)F)cc3)ccc2O[C@@H]1CN(C)C(=O)Nc1ccc(C(F)(F)F)cc1
0.9	C[C@@H]1CN([C@@H](C)CO)C(=O)CCCn2nncc2CO[C@H]1CN(C)Cc1ccc(C(=O)O)cc1
4.3	COc1ccc(-c2cnc3c(c2)C(=O)N([C@H](C)CO)C[C@@H](C)[C@H](CN(C)Cc2cccnc2)O3)cc1
2.5	Cc1ccc(-c2cnc3c(c2)C(=O)N([C@H](C)CO)C[C@@H](C)[C@H](CN(C)S(C)(=O)=O)O3)cc1
1.5	C[C@H]1CN([C@@H](C)CO)C(=O)c2cc(C#Cc3ccccc3F)cnc2O[C@@H]1CN(C)S(=O)(=O)c1ccccc1
1.1	COC(=O)N(C)C[C@H]1OCc2cn(nn2)CCCC(=O)N([C@H](C)CO)C[C@@H]1C
?	CCC(=O)N(C)C[C@H]1Oc2cc(C#CC3(O)CCCC3)ccc2S(=O)(=O)N([C@H](C)CO)C[C@H]1C
-6.2	C[C@H](CO)N1C[C@H](C)[C@@H](CN(C)S(=O)(=O)c2ccccc2)Oc2ccc(NC(=O)CCN3CCOCC3)cc2CC1=O
-8.3	Cc1noc(C)c1NC(=O)N(C)C[C@H]1Oc2ccc(NC(=O)NC(C)C)cc2CC(=O)N([C@H](C)CO)C[C@@H]1C
2.0	C[C@@H]1CN([C@@H](C)CO)C(=O)c2cc(C#Cc3cccnc3)cnc2O[C@H]1CN(C)C(=O)CN(C)C
0.2	CC(C)NC(=O)N(C)C[C@@H]1Oc2ccc(N(C)C)cc2CC(=O)N([C@H](C)CO)C[C@@H]1C
2.9	C[C@H](CO)N1C[C@H](C)[C@H](CN(C)C(=O)Nc2ccc3c(c2)OCO3)Oc2ncc(C#CC(C)(C)O)cc2C1=O
-9.6	C[C@@H]1CN([C@@H](C)CO)C(=O)c2cc(-c3cccc(F)c3)cnc2O[C@@H]1CN(C)Cc1ccccc1
7.4	COc1ccc(CN(C)C[C@@H]2OCCCC[C@H](C)Oc3ccc(NC(=O)Nc4ccc(C(F)(F)F)cc4)cc3C(=O)N([C@H](C)CO)C[C@@H]2C)cc1
0.8	COCC(=O)N(C)C[C@@H]1Oc2cc(-c3ccc(OC)cc3)ccc2S(=O)(=O)N([C@H](C)CO)C[C@@H]1C
2.0	C/C=C/c1ccc2c(c1)O[C@@H](CN(C)CCC)[C@@H](C)CN([C@@H](C)CO)S2(=O)=O
-0.4	Cc1noc(C)c1NC(=O)N(C)C[C@H]1Oc2c(NC(=O)C3CCOCC3)cccc2C(=O)N([C@H](C)CO)C[C@H]1C
-1.1	C[C@@H]1CN([C@@H](C)CO)C(=O)c2cc(C#CCN(C)C)cnc2O[C@H]1CN(C)Cc1ccc(F)cc1
-1.6	COc1ccc(-c2cn(CC(=O)N3CCN(C)CC3)nn2)cc1OC
3.0	C[C@@H]1CN([C@H](C)CO)C(=O)c2cc(-c3cccnc3)cnc2O[C@@H]1CN(C)C(=O)Nc1ccc(F)cc1
1.8	Cc1noc(C)c1C(=O)N(C)C[C@@H]1OCc2ccccc2-c2ccccc2C(=O)N([C@H](C)CO)C[C@@H]1C
10.4	COc1cccc(-c2cnc3c(c2)C(=O)N([C@H](C)CO)C[C@H](C)[C@H](CN(C)S(=O)(=O)c2cccc(F)c2)O3)c1
-5.7	COc1ccc(S(=O)(=O)N(C)C[C@H]2Oc3ccc(NC(=O)CCCN(C)C)cc3C(=O)N([C@H](C)CO)C[C@@H]2C)cc1
2.1	CN1CCN(c2ccc(CNS(=O)(=O)c3cccc4nonc34)cc2)CC1
2.0	C[C@@H]1CN([C@H](C)CO)C(=O)Cc2cc(NC(=O)NC3CCCCC3)ccc2O[C@H]1CN(C)Cc1ccncc1
-5.6	N#C/C(=C/c1ccc(O)c(O)c1)C(=O)NCCCc1ccccc1
-3.6&-3.7	[N-]=[N+]=NCC(=O)N1CCN(c2ccccc2)CC1
3.3	O=C(C[C@H]1C[C@H]2c3cc(NC(=O)Nc4ccc(C(F)(F)F)cc4)ccc3O[C@H]2[C@H](CO)O1)NC1CCCCC1
-4.4	COc1ccccc1C(=O)n1nc(-c2ccccc2)nc1NCc1ccco1
0.6	O=C(C[C@@H]1CC[C@H](NC(=O)Cc2ccccn2)[C@H](CO)O1)NCCc1ccccc1
-21.0	O=C(C[C@@H]1C[C@H]2c3cc(NC(=O)Nc4ccc(C(F)(F)F)cc4)ccc3O[C@H]2[C@H](CO)O1)NCc1cc(F)ccc1F
-1.6	C[C@@H]1CN([C@@H](C)CO)C(=O)c2cccc(NC(=O)c3ccc(-c4nccs4)cc3)c2O[C@@H]1CN(C)Cc1ccccc1
-2.4	CC(C)CC#Cc1ccc2c(c1)O[C@H](CN(C)C(=O)Cc1ccccn1)[C@H](C)CN([C@@H](C)CO)S2(=O)=O
-6.5	O=C1O[C@H](c2ccccc2)[C@H](c2ccccc2)N2[C@H]1[C@@H](C(=O)O)[C@]1(C(=O)Nc3ccc(C#CCCO)cc31)[C@H]2c1ccc(OCCO)cc1
0.3	C[C@H](CO)N1C[C@H](C)[C@H](CN(C)Cc2ccc(C(F)(F)F)cc2)Oc2ccc(NC(=O)c3ccncc3)cc2CC1=O
-1.8	CC(C)NC(=O)Nc1cccc2c1O[C@H](CN(C)Cc1ccccc1)[C@@H](C)CN([C@H](C)CO)C2=O
4.3	CN(C)C(=O)[C@@]1(Cc2ccccc2N=[N+]=[N-])N=C(c2ccc(OCCCO)cc2)O[C@H]1c1ccccc1
-4.4	COC(=O)C[C@H]1C[C@H]2c3cc(NC(=O)Nc4ccccc4)ccc3O[C@H]2[C@H](CO)O1
-4.1	C[C@@H]1CN([C@H](C)CO)S(=O)(=O)c2ccc(C#Cc3ccccc3F)cc2O[C@H]1CN(C)CC1CCOCC1

Structural class, those above containing a CF3 group.
NSD2 inh	smiles
21.8	C[C@@H]1CCCCO[C@@H](CN(C)C(=O)Nc2ccccc2)[C@H](C)CN([C@H](C)CO)C(=O)c2cc(NC(=O)CCC(F)(F)F)ccc2O1
-2.9	CC(C)NC(=O)Nc1ccc2c(c1)C(=O)N([C@H](C)CO)C[C@@H](C)[C@@H](CN(C)C(=O)Nc1ccc(C(F)(F)F)cc1)O2
9.4	C[C@@H]1CN([C@@H](C)CO)C(=O)c2cc(NC(=O)CCN3CCOCC3)ccc2O[C@@H]1CN(C)C(=O)Nc1ccc(C(F)(F)F)cc1
-12.9	C[C@@H]1CN([C@@H](C)CO)C(=O)Cc2cc(NC(=O)Nc3ccc(C(F)(F)F)cc3)ccc2O[C@@H]1CN(C)C(=O)Nc1ccc(C(F)(F)F)cc1
7.4	COc1ccc(CN(C)C[C@@H]2OCCCC[C@H](C)Oc3ccc(NC(=O)Nc4ccc(C(F)(F)F)cc4)cc3C(=O)N([C@H](C)CO)C[C@@H]2C)cc1
3.3	O=C(C[C@H]1C[C@H]2c3cc(NC(=O)Nc4ccc(C(F)(F)F)cc4)ccc3O[C@H]2[C@H](CO)O1)NC1CCCCC1
-21.0	O=C(C[C@@H]1C[C@H]2c3cc(NC(=O)Nc4ccc(C(F)(F)F)cc4)ccc3O[C@H]2[C@H](CO)O1)NCc1cc(F)ccc1F
0.3	C[C@H](CO)N1C[C@H](C)[C@H](CN(C)Cc2ccc(C(F)(F)F)cc2)Oc2ccc(NC(=O)c3ccncc3)cc2CC1=O
